Compound activity: PubChem, Southern Research Specialized Biocontainment Screening Center
Dengue virus CPE – antivirals protecting cells from dengue CPE – CPE readout, HTS (AID 540333) | Dengue virus CPE inhibition in host cells; stronger effect = higher value | CPE inhibition, % at 20 µM | 10,000 compounds, 3.1% hits; in the data active means CPE inhibition mostly above about 9.1%, no sharp cut-off; inactive means mostly below about 7.2%
* hit, by the source's call; i = inactive. An excerpt; the hit share may differ from the screen's.

SMILES	Dengue virus CPE
COc1ccc(-c2csc(/C(C#N)=C\c3ccc(OC)c([N+](=O)[O-])c3)n2)cc1	1.0
Cc1ccccc1NC(=O)Cc1nc(-c2ccc3ccccc3c2)cs1	i
O=C1NC(=Nc2ccc(Cl)cc2)SC1Cc1cccc(Cl)c1Cl (configuration not stated)	4.3
Cc1ccc(C2c3sc(=O)[nH]c3SC3C4CC(C5C(=O)N(C(C)C(=O)O)C(=O)C45)C23)cc1 (configuration not stated)	i
Cc1ccc(OCCn2cc(/C=C(\C#N)C(=O)NCC3CCCO3)c3ccccc32)cc1 (configuration not stated)	0.9
CCN(CC)CCCNC(=O)c1cc(Sc2nnc(C)s2)nc2ccccc12	i
CCOC(=O)c1c(NC(=O)CN2C(=O)NC3(CCCCC3)C2=O)sc(C)c1-c1ccc(C)cc1	10.0
Cc1nc2sc(-c3ccccc3)nn2c(=O)c1Br	i
O=C(CCSCCc1ccccn1)Nc1c(F)c(F)c(F)c(F)c1F	i
CCNC(=S)N/N=C/c1cn(Cc2ccc(F)cc2)c2ccccc12	0.2
Cc1occc1C(=O)N=Nc1c(O)n(C)c2ccccc12	i
Cc1cc(S(=O)(=O)NCc2cccs2)ccc1-n1cnnn1	1.8
Cc1nn(Cc2ccc(C(=O)N3N=C(C(F)F)CC3(O)C(F)F)o2)c(C)c1[N+](=O)[O-] (configuration not stated)	0.1
COc1ccc(C2CC(c3cccs3)=NN2C(=O)CSc2nc3ccccc3o2)cc1 (configuration not stated)	2.9
CC(=O)c1cccc(N=c2scc(-c3ccc(S(=O)(=O)N4CCOCC4)cc3)n2CCO)c1	i
O=C1/C(=C\c2ccccc2Cl)SC(=S)N1CCC(=O)N1CCCc2ccccc21	i
NS(=O)(=O)c1ccc(NC(=O)COC(=O)C2(c3ccc(F)cc3)CCCC2)cc1	0.5
CCCCOc1ccc(NC(=O)C(=O)NCCCn2ccnc2)cc1	i
COc1ccc(C(=O)/C=C/c2ccc(N3CCCCC3)c([N+](=O)[O-])c2)cc1	8.7
COc1ccccc1NC(=S)NCCSc1ccc(Cl)cc1	i
O=C(CSC1CC(=O)N(CCc2ccccc2)C1=O)Nc1ccc(Cl)cc1 (configuration not stated)	i
O=C(NC(=S)N1CCN(Cc2ccc3c(c2)OCO3)CC1)c1ccc(Cl)cc1	0.1
Cc1ccc(NC(=O)COC(=O)c2cc(Cl)ccc2Cl)c(Br)c1	4.4
S=C(c1ccc(-c2ccccc2Cl)o1)N1CCCCC1	2.9
COC(=O)c1ccc(OCCOCCOc2cccc3ccc(C)nc23)cc1	i

3 structures out of the list, arranged by number of heavy atoms, lowest first.
SMILES	Dengue virus CPE
Cc1nc2sc(-c3ccccc3)nn2c(=O)c1Br	i
COc1ccccc1NC(=S)NCCSc1ccc(Cl)cc1	i
Cc1ccc(OCCn2cc(/C=C(\C#N)C(=O)NCC3CCCO3)c3ccccc32)cc1 (configuration not stated)	0.9

Other entries
SMILES	Dengue virus CPE
COc1ccc(CC(=O)Oc2cc(C)[nH]c(=O)c2[N+](=O)[O-])cc1	i
N#Cc1ccc(/C=N/NC(=O)CCc2ccc(S(=O)(=O)N3CCOCC3)cc2)cc1	i
CCn1c(O)c(N=NC(=O)Cn2ccc(C(F)(F)F)n2)c2ccccc21	0.5
COc1ccccc1Nc1nc(-c2cccc(N3C(=O)c4ccccc4C3=O)c2)cs1	0.0
CC12CCC(C(=O)N(NC(=O)c3cccnc3)C1=O)C2(C)C (configuration not stated)	2.1
CC(=O)n1c(-c2ccccc2)c(CO)c2ccccc21	i
CCN(CC)S(=O)(=O)c1ccc(OC)c(NC(=S)Nc2cccc(C)c2C)c1	i
CCCS(=O)(=O)N1CCN(Cc2ccc3c(c2)c2ccccc2n3CC)CC1	1.9
CN(c1cccc(NC(=O)CN(c2cccc(Cl)c2)S(=O)(=O)c2ccccc2)c1)S(C)(=O)=O	3.6
Cn1c(N=Nc2ccccc2)nc2ccccc21	i
CC(=O)OCCCNc1cc(Sc2ccc(C)cc2)c2nonc2c1[N+](=O)[O-]	4.7
CCOc1cc(/C=C2\SC(=N)N(c3nccs3)C2=O)ccc1OCCN1CCOCC1	0.1
CN(C(=S)Nc1cccnc1)c1ccc(O)cc1	0.1
Cc1cccc(NC(=S)N2CCn3cccc3C2c2cccnc2)c1 (configuration not stated)	0.8
N#Cc1c(-c2ccccc2F)cc(C2CC2)nc1SCC(=O)c1cccs1	3.7
Cc1ccc(C(=O)NCc2nnc(SCC(=O)Nc3ccccc3)n2C)cc1	0.0
CN(c1ccccc1)S(=O)(=O)c1cccc(NC(=O)Cc2c(F)cccc2Cl)c1	8.0
O=C(/C=C/c1ccc2c(c1)OCCCO2)c1ccc2ccccc2c1O	0.5
CC(=O)Oc1ccc2c(=O)c(Oc3ccccc3)coc2c1OC(C)=O	i
CCOC(=O)C(C(=O)OCC)C(Nc1ccccc1)c1ccccc1 (configuration not stated)	0.6
CCC(=O)Nc1cccc(NC(=S)NC(=O)c2ccccc2)c1	0.1
CCOc1ccc(NC(=O)C2(c3ccc(OC)c(OC)c3)CCCC2)cc1	i
CN(c1ccccc1C(=O)NC1CC2CCC1C2)S(=O)(=O)c1ccccc1 (configuration not stated)	0.3
CCC1OC2(C)OC(=N)C1(C#N)C(C#N)(C#N)C2c1ccccc1 (configuration not stated)	i
COc1cc(CC(=O)Nc2ccc3c(c2)CCC3)cc(OC)c1OC	0.1
Continued:
SMILES	Dengue virus CPE
CC(=O)c1cccc(N/C=C\C(=O)c2ccc(C)cc2)c1	0.3
COC(=O)/C(=C/c1ccco1)NC(=O)c1ccccc1	i
CCOC(=O)c1cc[n+](CC(=O)c2ccc(F)cc2)cc1	i
COCCN(C(=S)Nc1ccccc1C)C(C)c1cccnc1 (configuration not stated)	i
C/C(=N\N(C)C)C1=C(O)c2ccccc2C1=O	0.2
COc1ccc(C(=O)Nc2sc3c(c2C(=O)O)CC(C)(C)OC3)cc1	1.1
Cc1ccc(NC(=O)c2cccc(OC(F)F)c2)c(OC(F)F)c1	i
CCCN(CC(=O)Nc1ccc(Cl)cc1Cl)C(=O)/C=C/c1cc(OC)ccc1OC	i
CC(=O)Nc1ccc(NC(=O)COC(=O)Cc2c[nH]c3ccccc23)cc1	1.7
CCc1ccc(-n2cc(-c3ccc([N+](=O)[O-])cc3)[nH]c2=S)cc1	0.8
CCN(CC)C(=O)C(=O)N/N=C/c1ccc(C(=O)O)cc1	1.0
Cc1nc(-c2ccc(Cl)cc2)sc1C1(C)CC(c2ccc(Br)cc2)=NO1 (configuration not stated)	0.1
COc1cccc(CSc2nc3cc4c(cc3cc2C)OCCO4)c1	0.6
CC1=NNC(=O)C1CCC(=O)N/N=C/C(Br)=C/c1ccccc1 (configuration not stated)	0.9
O=C(CN1C(=O)NC2(CCc3ccccc3C2)C1=O)Nc1ccc(F)cc1 (configuration not stated)	i
CCc1ccc(/C=N/NC(=O)c2cc(-c3ccncc3)nc3ccccc23)s1	1.5
Cc1cccc(Nc2nc3c(S(=O)(=O)c4ccccc4)nnn3c3ccccc23)c1	6.4
CC(=O)N1C(=O)CC(C)N(C(C)=O)c2ccc([N+](=O)[O-])cc21 (configuration not stated)	i
CC(C)CC(=O)NC(c1ccccc1Cl)c1c(O)ccc2ccccc12 (configuration not stated)	69.0*
O=C1NC(NS(=O)(=O)c2ccc(Cl)cc2)(C(F)(F)F)C(=O)N1Cc1cccnc1 (configuration not stated)	0.3
Cc1nn(Cc2c(Cl)cccc2Cl)c(C)c1NC(=O)Cn1nc([N+](=O)[O-])c(Cl)c1C	5.8
CCc1ccc(NC(=S)NC2CCN(Cc3ccccc3)CC2)cc1	i
CC12CCCCC1N(O)C(=O)C(=O)N2O (configuration not stated)	0.7
CCOC(=O)CSc1nnc(CSc2nc(N)c3c(C)c(C)sc3n2)n1-c1ccccc1	0.5
CC(=O)c1ccc(NC(=O)Nc2ccc([N+](=O)[O-])cc2C)cc1	1.4
Additional records follow.
SMILES	Dengue virus CPE
COc1ccc(NC(=O)c2sc(N3CCOCC3)nc2-c2ccccc2)c(OC)c1	6.5
Cc1cccc(C)c1NC(=S)NCCc1ccccn1	0.2
Cn1nc([N+](=O)[O-])c(C(C#N)c2nc3ccccc3n2C)c(Cl)c1=O (configuration not stated)	i
CCCCN(C)CCC(=O)Nc1ccc(C)cc1	0.1
COc1cc(C(C(=O)NC2CCCCC2)N(C(=O)Cc2c[nH]c3ccccc23)c2ccccc2C)cc(OC)c1OC (configuration not stated)	6.1
COc1ccccc1OCCOCCOc1ccc(C)cc1Br	i
COc1ccc2c(c1)-c1nc(/N=C/c3ccc(O)c(OC)c3)sc1CC2	1.8
O=S(=O)(c1ccc2nc(SCc3cccc(Cl)c3)[nH]c2c1)N1CCOCC1	1.3
COc1ccc2c(c1)c1nc3ccccc3nc1n2Cc1ccc(OC(C)C)c(OC)c1	0.8
COc1ccc2c(c1)-c1c(ssc1=S)C(C)(C)N2S(=O)(=O)c1ccc(C)cc1	5.9
Cc1ccc(C)c(NC(=O)CSc2nnc(-c3n[nH]c4ccccc34)o2)c1	0.2
N#CC1=C(N)C2=CCCC[C@H]2[C@H](c2ccccc2)C1(C#N)C#N	1.0
COc1cccc(NC(=S)N2CCCC2)c1	0.7
C=CCNC(=S)NC1CC(C)(C)NC(C)(C)C1	i
O=S(=O)(c1ccc2nc(SCc3ccc(Cl)cc3)[nH]c2c1)N1CCOCC1	0.8
O=C(O)C1=C[C@H](c2ccc(C(F)(F)F)cc2)C[C@H](OCCCCO)O1	i
Cc1nn(-c2ccccc2)c(C)c1/C=N/NC(=O)CSc1nc2ccccc2c(=O)n1-c1ccccc1	i
C=CCn1c(C)cc(C(=O)COc2ccc(S(=O)(=O)N3CCCC3)cc2[N+](=O)[O-])c1C	0.0
N#CC1=C(N)C2=CCCC[C@H]2[C@H](c2ccc(Br)cc2)C1(C#N)C#N	3.6
Cc1nc(NC(=O)CSc2nnc(-c3ccc4c(c3)OCO4)o2)c(Cl)cc1Cl	0.1
COc1cc(C(=O)Nc2nnc(CC(C)(C)C)s2)c([N+](=O)[O-])cc1OC	i
CCOC(=O)C1=C(Nc2ccccc2)CC(C)(O)C(C(=O)OCC)C1c1ccccc1 (configuration not stated)	0.1
CCCCn1c(O)c(N=Nc2ccccn2)c2ccccc21	5.2
COc1ccc(C)cc1NC(=O)c1ccc(OC(F)F)cc1	i
O=C(CN1CCN(Cc2ccccc2)CC1)N/N=C/C=C/c1ccccc1[N+](=O)[O-]	1.5

Among those listed so far, these have an aryl thioether with sulfur outside any ring:
SMILES	Dengue virus CPE
CCN(CC)CCCNC(=O)c1cc(Sc2nnc(C)s2)nc2ccccc12	i
COc1ccc(C2CC(c3cccs3)=NN2C(=O)CSc2nc3ccccc3o2)cc1 (configuration not stated)	2.9
COc1ccccc1NC(=S)NCCSc1ccc(Cl)cc1	i
CC(=O)OCCCNc1cc(Sc2ccc(C)cc2)c2nonc2c1[N+](=O)[O-]	4.7
N#Cc1c(-c2ccccc2F)cc(C2CC2)nc1SCC(=O)c1cccs1	3.7
Cc1ccc(C(=O)NCc2nnc(SCC(=O)Nc3ccccc3)n2C)cc1	0.0
COc1cccc(CSc2nc3cc4c(cc3cc2C)OCCO4)c1	0.6
CCOC(=O)CSc1nnc(CSc2nc(N)c3c(C)c(C)sc3n2)n1-c1ccccc1	0.5
O=S(=O)(c1ccc2nc(SCc3cccc(Cl)c3)[nH]c2c1)N1CCOCC1	1.3
Cc1ccc(C)c(NC(=O)CSc2nnc(-c3n[nH]c4ccccc34)o2)c1	0.2
O=S(=O)(c1ccc2nc(SCc3ccc(Cl)cc3)[nH]c2c1)N1CCOCC1	0.8
Cc1nn(-c2ccccc2)c(C)c1/C=N/NC(=O)CSc1nc2ccccc2c(=O)n1-c1ccccc1	i
Cc1nc(NC(=O)CSc2nnc(-c3ccc4c(c3)OCO4)o2)c(Cl)cc1Cl	0.1

(cont.)
SMILES	Dengue virus CPE
Cc1cccc(C)c1NC(=S)N(Cc1ccco1)C1CCN(C(C)C)CC1	0.5
Cc1csc(NC(=O)/C=C/c2ccc3c(c2)OCO3)n1	i
COc1ccc2c(c1)c(CC(=O)Nc1cc(C)ccc1C)c(C)n2C(=O)c1ccc(Cl)cc1	0.4
COCCN=c1scc(-c2cc(OC)c(OC)c(OC)c2)n1/N=C/c1c(C)[nH]c2ccccc12	0.5
Fc1ccc(-c2n[nH]c(=S)n2/N=C/c2c[nH]c3ccccc23)cc1	i
COC(=O)NNC(=O)COc1ccccc1C	i
CCOC(=O)c1c(NC(=O)C2=C(C)NC(=S)NC2c2ccc(F)cc2F)sc(C)c1C (configuration not stated)	32.4*
CCOc1ccc(-c2nc3c(s2)CCc2onc(-c4ccc(OC)cc4)c2-3)cc1	0.3
O=C(COC(=O)/C=C/c1ccc(S(=O)(=O)N2CCCCCC2)cc1)NCc1ccccc1Cl	0.7
CC(Sc1nc(-c2ccccc2)cc(C(F)(F)F)n1)C(=O)Nc1sc2c(c1C(N)=O)CCC2 (configuration not stated)	0.2
COc1ccc(OCC(=O)Nc2cc(C)c(Cl)cc2OC)c([N+](=O)[O-])c1	0.9
Cc1c(NC(=O)CN2C(=O)NC(C)(c3ccc4c(c3)OCCO4)C2=O)c(=O)n(-c2ccccc2)n1C (configuration not stated)	i
CC1=CS(=O)(=O)CC1Sc1nc2ccccc2[nH]1 (configuration not stated)	0.0
O=C(NC(Cc1c[nH]c2ccccc12)C(=O)Nc1ccc(F)c([N+](=O)[O-])c1)c1cccs1 (configuration not stated)	9.4
COc1ccc(-c2c(C)n([O-])c3c([n+]2=O)CCCCC3)cc1	0.4
COc1ccccc1NC(=S)NCc1cccs1	1.6
CC(C)C(=O)NCCc1nc(-c2ccccc2)no1	i
COc1ccc(C(=O)CN(CCC(=O)O)S(=O)(=O)c2ccc([N+](=O)[O-])cc2)cc1	0.2
N/C(=N\OC(=O)Cc1ccccc1[N+](=O)[O-])c1ccncc1	0.2
Cc1ccc(NC(=O)COC(=O)CCC(=O)c2ccc(Cl)cc2)cc1S(=O)(=O)N(C)C	0.0
CCCCn1c(-c2cccnc2)n[nH]c1=S	0.3
COc1ccc(C(=O)COC(=O)C2CCN(S(=O)(=O)c3cccc4cccnc34)CC2)cc1	0.2
NNC(=O)C1CC1c1ccc(Cl)cc1 (configuration not stated)	1.3
CCC(C)[C@H](NC(=O)N1CCN(C)CC1)C(=O)OC (some centres not stated)	0.3
